Screening data: PubChem, National Center for Advancing Translational Sciences (NCATS)
EPAC2 ag: qHTS for Agonist of cAMP-regulated guanine nucleotide exchange factor 4 (EPAC2): primary screen | Potency, µM (titrated, usually from 154 µM), for inactives: at the top dose activation, hits mostly activators | AID 720711, 2013 | EPAC2 activation, biochemical qHTS; response scale: 100% = 6.5 mM cAMP response | actives 0.079% (n = 360,000); note: potency is the fitted concentration of half-maximal effect; nearly all actives have a fitted effect of over 50% in size
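Compounds were titrated in qHTS against a Rap1B-BODIPY-GDP (250 nM) complex with EPAC2 (100 nM) and GDP (50 uM). BODIPY-GDP release tracked at 480/540 nm over 30 min at room temperature, normalized to 6.5 mM cAMP.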
EPAC1 ag: qHTS for Agonist of cAMP-regulated guanine nucleotide exchange factor 3 (EPAC1): primary screen; EPAC1 agonist qHTS, biochemical assay; response scale: 100% = response to 6.5 mM cAMP; Potency, µM (series often up to 154 µM), for the others: at the top dose activation, most hits filed as activators; actives 0.073% (n = 360,000); note: potency is the fitted concentration of half-maximal effect; nearly all actives have a fitted effect of over 60% in size
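Fluorescent GDP-exchange assay: 100 nM EPAC1 with 250 nM Rap1B preloaded with BODIPY-GDP and 50 uM GDP; compounds tested as concentration series, 5 min at room temperature, then read every 5 min for 30 min (ex 480/em 540 nm); normalized to 6.5 mM cAMP.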
PI5P4K alpha inh: qHTS for Inhibitors of phosphatidylinositol 5-phosphate 4-kinase (PI5P4K). PI5P4Kalpha enzyme, ADP-Glo luminescence, 60 min; hits give low values. Phosphatidylinositol 5-phosphate 4-kinase type-2 alpha (Homo sapiens), P48426. actives 1.2% (n = 330,000). max response, %. AID 652105, 2013; active = max response of -50% or lower; inconclusive = between -30% and -50%; inactive = -30% or higher; note: value at the top dose of about 77 µM; % is set by controls: 0 for no effect and ±100 for the full control effect
Target sequence (P48426 whole entry, looked up): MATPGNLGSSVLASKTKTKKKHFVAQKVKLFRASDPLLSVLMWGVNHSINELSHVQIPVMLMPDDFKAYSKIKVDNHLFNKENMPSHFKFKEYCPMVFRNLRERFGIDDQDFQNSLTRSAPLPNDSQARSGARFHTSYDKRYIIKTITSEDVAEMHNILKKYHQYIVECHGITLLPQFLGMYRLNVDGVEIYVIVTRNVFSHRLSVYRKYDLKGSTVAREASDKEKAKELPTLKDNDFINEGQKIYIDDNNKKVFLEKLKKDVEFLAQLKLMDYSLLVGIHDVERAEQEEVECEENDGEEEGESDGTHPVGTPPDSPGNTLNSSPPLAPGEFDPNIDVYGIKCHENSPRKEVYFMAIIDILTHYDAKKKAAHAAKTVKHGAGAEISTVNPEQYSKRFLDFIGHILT
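Human PI5P4Kalpha with substrate in 0.038 M HEPES pH 7.4, 0.28 mM EGTA, 0.1% CHAPS, 5% DMSO; reaction started with 5 microM ATP (final), 60 min at room temperature. ADP formed read by ADP-Glo luminescence.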
WRN helicase inh: qHTS for Inhibitors of WRN Helicase; Bifunctional 3'-5' exonuclease/ATP-dependent helicase WRN (Homo sapiens), Q14191; actives 0.46% (n = 360,000); WRN helicase unwinding, fluorescent forked duplex, kinetic; AID 651768, 2012; Potency, µM (doses to about 114 µM), for the others: at the top dose activity change, negative = inhibition, hits mostly inhibitors; note: potency is the fitted concentration of half-maximal effect; % is set by controls: 0 for no effect and ±100 for the full control effect; nearly all actives have a fitted effect of over 55% in size
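WRN at 20 nM final was preincubated with compound for 15 min at room temperature; reaction started with 100 nM forked duplex oligonucleotide carrying fluorophore and quencher plus 2 mM ATP (final). Unwinding followed kinetically by red fluorescence (ex 525/em 598 nm).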
CCT modulator: High-Throughput Screening for Modulators of Cytosolic Chaperonin Activity; purified chaperonin ATPase assay, HTRF ADP detection, 30 min; activity change, % (test concentration not listed), hits read low; actives 0.3% (n = 360,000); in the data active = activity change below about -30%; note: % is set by controls: 0 for no effect and ±100 for the full control effect
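Nucleotide hydrolysis assay: TRiC at 20–40 nM final (set by batch activity) with 10 uM ATP, 30 min at 37 °C, in presence of 76 uM compound. Detection by competitive ADP HTRF, 30 min ambient.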
IL-2 act: qHTS of IL-2 Activators. actives 0.065% (n = 360,000). activation, % (series mostly up to about 46 µM). IL-2 activation reporter assay, cell-based qHTS; stimulated with anti-CD3/CD4/CD28 beads; in transgenic mouse T cells. AID 652025, 2013; in the data active = activation above about 50%; inconclusive = mostly about 30% to 49%; note: 0% is about no effect
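Quantitative HTS in unstimulated transgenic mouse T cells, with memory T cells as non-tolerant control and PMA/ionomycin as tolerance-bypass control. Compound pretreatment lasted 60 minutes before 18 h bead stimulation; EGFP/DsRed fluorescence read.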
EPAC1 antagonist: qHTS for Antagonist of cAMP-regulated guanine nucleotide exchange factor 3 (EPAC1): primary screen; EPAC1 GEF assay, Rap1b-BODIPY-GDP exchange fluorescence; AID 720709, 2013; Potency, µM (top dose mostly 115 µM), without a hit: at the highest dose activity change, negative = inhibition, most hits filed as inhibitors; actives 0.14% (n = 360,000); Rap guanine nucleotide exchange factor 3 (Homo sapiens), O95398;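 note: potency is the fitted concentration of half-maximal effect; plate controls were vehicle for no effect and positive control for full effect; nearly all actives have a fitted effect of over 50% in size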
PLK1 PBD block: qHTS for Inhibitors of PLK1-PDB (polo-like kinase 1 - polo-box domain): Primary Screen; actives 2.8% (n = 360,000); Potency, µM, for the others: max response, negative = inhibition, usual class: inhibitors; Serine/threonine-protein kinase PLK1 (Homo sapiens), P53350; Plk1 PBD binding of FITC phosphopeptide, fluorescence polarization; note: potency is the fitted concentration of half-maximal effect; series mostly up to about 57 µM; % is set by controls: 0 for no effect and ±100 for the full control effect; nearly all actives have a fitted effect of over 65% in size
Target sequence (P53350 whole entry, looked up, the tested form may be a part): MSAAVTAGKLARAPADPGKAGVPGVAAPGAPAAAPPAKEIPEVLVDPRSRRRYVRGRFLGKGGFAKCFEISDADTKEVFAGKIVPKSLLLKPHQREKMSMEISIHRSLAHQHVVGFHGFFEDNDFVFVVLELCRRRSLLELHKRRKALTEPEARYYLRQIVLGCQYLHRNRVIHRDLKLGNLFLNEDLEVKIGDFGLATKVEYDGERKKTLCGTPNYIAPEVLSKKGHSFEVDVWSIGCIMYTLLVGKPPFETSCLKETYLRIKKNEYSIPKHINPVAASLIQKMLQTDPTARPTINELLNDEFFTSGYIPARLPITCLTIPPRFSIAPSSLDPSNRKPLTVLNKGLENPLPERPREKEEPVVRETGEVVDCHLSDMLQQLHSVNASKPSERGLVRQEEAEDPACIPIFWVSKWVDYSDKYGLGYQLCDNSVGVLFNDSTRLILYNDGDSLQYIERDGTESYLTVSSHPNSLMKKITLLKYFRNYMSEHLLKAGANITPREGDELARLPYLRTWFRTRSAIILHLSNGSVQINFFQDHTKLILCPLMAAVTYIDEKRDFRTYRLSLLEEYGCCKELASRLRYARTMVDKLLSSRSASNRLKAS
* hit, by the source's call; ? = inconclusive; · = not tested or not shown; [ ] = another dose, or the depositor's remark. Unless noted, calls come from the whole dose curve; as a rule, active = well fitted curve in the direction sought with a large enough effect; inconclusive = small, poorly fitted or top-dose-only effect, or another doubt; inactive = no such curve, though single readings can be large; an effect the other way counts as inactive or inconclusive.

Preview:
SMILES | EPAC2 ag | EPAC1 ag | PI5P4K alpha inh | WRN helicase inh | CCT modulator | IL-2 act | EPAC1 antagonist | PLK1 PBD block
O=S(=O)(c1ccccc1)N1CCN(C(c2ccccc2)c2ccc(OC(F)(F)F)cc2)CC1 (configuration not stated) | -5.7% | -13.1% | 7.3 | -5.1% | -4.0 | -0.3 | -3.7% | -1.8%
CCOC(=O)/C(C#N)=C\N(C)C | 0.8% | -9.8% | 12.1 | 7.0% | -3.0 | 1.0 | -0.5% | -1.0%
CC1=Nc2cc(C(=O)NCC3CCCO3)ccc2Sc2ccc(C)cc21 (configuration not stated) | 8.9% | -9.1% | 0.9 | 1.1% | 0.9 | -0.4 | -15.0% | -5.9%

The whole of this part, from the first entry:
SMILES | EPAC2 ag | EPAC1 ag | PI5P4K alpha inh | WRN helicase inh | CCT modulator | IL-2 act | EPAC1 antagonist | PLK1 PBD block
O=S(=O)(c1ccccc1)N1CCN(C(c2ccccc2)c2ccc(OC(F)(F)F)cc2)CC1 (configuration not stated) | -5.7% | -13.1% | 7.3 | -5.1% | -4.0 | -0.3 | -3.7% | -1.8%
CCOC(=O)/C(C#N)=C\N(C)C | 0.8% | -9.8% | 12.1 | 7.0% | -3.0 | 1.0 | -0.5% | -1.0%
CC1=Nc2cc(C(=O)NCC3CCCO3)ccc2Sc2ccc(C)cc21 (configuration not stated) | 8.9% | -9.1% | 0.9 | 1.1% | 0.9 | -0.4 | -15.0% | -5.9%
Cc1nn2c(N3CCOCC3)c3c(nc2c1-c1ccccc1)CCCC3 | 4.0% | 9.0% | 7.1 | -8.3% | 2.6 | -2.0 | 4.9% | 0.5%
O=C(NCCCn1ccnc1)c1ccc(Br)cc1 | 9.2% | 0.6% | 3.3 | 7.7% | 0.4 | 0.5 | -4.1% | -14.5%
O=S1(=O)CCO[C@H]2Cc3ccccc3[C@H]2N1Cc1cccc(C(F)(F)F)c1 | 14.6% | -9.2% | 13.8 | -6.1% | -0.6 | -3.5 | ? | ?
c1ccc2c(OCCCN3CCCCCC3)cccc2c1 | 3.2% | 4.3% | -16.2 | 4.5% | -2.6 | 1.7 | -28.4% | -20.6%
O=S(=O)(CCN1CCCCC1)Oc1ccc(Cl)cc1Cl | 0.6% | -9.4% | -0.2 | -10.8% | 0.6 | -2.4 | -12.9% | 11.9µM*
Cc1cc(N/N=C/c2ccc([N+](=O)[O-])o2)nc2ccccc12 | -5.6% | 5.5% | -14.6 | -1.4% | -0.4 | -0.2 | -0.4% | -6.5%
O=C(CN1CSCC1=O)N1CCN(S(=O)(=O)c2cc(C(F)(F)F)ccc2Cl)CC1 | 1.3% | -50.8%[inhibitor] | 0.5 | -2.4% | -0.5 | -0.7 | -4.1% | -4.3%
CCNc1c(NS(=O)(=O)c2ccc(Br)s2)c(=O)oc2ccccc12 | 3.2% | 11.1% | -0.9 | -4.9%[57.1 µM] | -1.0 | -0.2 | 4.7% | -1.9%
Cc1cc(Br)ccc1NC(=O)CSCc1c(C)noc1C | 9.1% | -3.0% | 6.9 | -0.6% | -3.2 | -0.3 | -0.1% | -11.3%
O=C(CSc1nc2ccccc2c(=O)n1-c1cccc(C(F)(F)F)c1)NC1CC1 | -5.9% | -3.7% | 1.1 | -5.5% | -0.8 | -2.3 | -18.2% | -1.3%
CN1CCN(S(=O)(=O)c2cccc(C(=O)Oc3ccc(Br)cc3F)c2)CC1 | 0.9% | -5.6% | -3.8 | -3.7% | -0.5 | -2.7 | -15.2% | ?
Cc1cc(NC(=O)CSc2ncccc2C(=O)O)no1 | 18.4% | -13.4% | -12.4 | -3.3% | -4.5 | 0.3 | ? | 3.0%
CCCC(C)NC(=O)c1ccc2[nH]c3c(c2c1)CC(C)CC3 (configuration not stated) | -5.9% | -8.0% | 8.6 | 1.4% | -3.2 | 0.8 | -6.2% | -2.3%
CC(C)C(=O)Nc1ccc(NC(=O)c2ccc([N+](=O)[O-])cc2Cl)cc1 | 4.1% | -10.4% | 0.3 | 4.3% | -3.8 | 0.1 | -10.9% | 0.2%
C=C(C)Cn1c(N2CCN(CC)CC2)nc2c1c(=O)[nH]c(=O)n2C | 14.9% | 6.5% | -2.3 | -8.5% | -4.4 | -0.8 | -10.6% | -13.3%
O=S(=O)(CCOc1ccccc1)N1CCOCC1 | 1.9% | 3.8% | 2.6 | -15.3% | -0.7 | -0.4 | -17.3% | -4.3%
O=S(=O)(c1ccccc1)N1CC=C(c2ccccc2)CC1 | 9.4% | 17.0% | -1.0 | 0.1%[57.1 µM] | -2.4 | -3.2 | -25.5% | -4.9%
O=C(C1CC(=O)N(C2CCCC2)C1)N1CCN(c2cccc(Cl)c2)CC1 (configuration not stated) | 4.7% | 3.6% | 0.5 | -24.9% | -1.5 | -4.4 | -4.0% | -6.2%
COCCNC(=O)C(OC(=O)c1ccco1)c1ccccc1F (configuration not stated) | -2.6% | -4.4% | 5.1 | -7.3% | 0.9 | 3.0 | 5.7% | 0.3%
COc1ccc2c(Cl)c(C(=O)OCC(=O)c3ccc4c(c3)NC(=O)CO4)sc2c1Cl | 2.5% | -1.8% | -0.7 | -2.6% | -0.9 | -0.1 | -30.1% | -15.6%
COc1ccc(NC(=O)C2C3CCC(O3)C2C(=O)O)c(C)c1 (configuration not stated) | 0.6% | -13.3% | -0.5 | -5.5%[57.1 µM] | 1.6 | -0.1 | 5.1% | 6.9%
Clc1ccccc1Cc1noc(CN2CCSCC2)n1 | -3.5% | 7.2% | -0.9 | 0.9% | 2.7 | -2.5 | 17.5% | 1.9%

Further structures follow.
SMILES | EPAC2 ag | EPAC1 ag | PI5P4K alpha inh | WRN helicase inh | CCT modulator | IL-2 act | EPAC1 antagonist | PLK1 PBD block
C[C@H]1CN([C@@H](C)CO)C(=O)CCCn2nncc2CO[C@H]1CN(C)S(=O)(=O)c1ccc(Oc2ccccc2)cc1 | -8.3% | 2.2% | 0.5 | 2.9% | -0.3 | 1.0 | -2.4% | -2.7%
Cc1ccc(NC(=O)C2CCCN2C(=O)Oc2ccccc2)c(C)c1 (configuration not stated) | -0.8% | 1.3% | 2.6 | 3.4% | 1.4 | 0.3 | 15.3% | -6.0%
Nc1ccc(C(=O)N/N=C\C=C\c2ccc([N+](=O)[O-])cc2)cc1 | 3.0% | -12.9% | -7.9 | -8.7% | -0.9 | -2.4 | 8.9% | -1.1%
COc1cc(NC(=S)Nc2ccccn2)c(OC)cc1Cl | 1.6% | -3.6% | -1.3 | 2.3% | -3.3 | -0.3 | 10.3% | -9.2%
CN(C)CCCCOc1ccccc1F | 0.5% | -1.2% | -7.3 | -23.9% | -1.1 | -4.1 | 11.2% | 2.1%
CC(Sc1nnc(Cc2cccs2)n1C1CCCCC1)C(=O)NCc1ccco1 (configuration not stated) | 3.7% | -8.9% | -0.8 | 1.4% | -24.3 | -0.1 | 0.6% | -11.6%
COc1ccccc1NS(=O)(=O)c1cc(C(=O)NCCCN2CCCC2=O)ccc1C | 2.1% | 1.6% | -0.1 | -2.5% | -1.6 | 1.9 | -4.2% | -3.8%
O=C(NCCCNC(=O)c1cc(Cl)ccc1Cl)c1ccco1 | 15.7% | 5.2% | -1.5 | 7.8% | -1.6 | 0.3 | 0.8% | -17.3%
CC(NC(=O)C1CCCN(S(=O)(=O)N2CCOCC2)C1)c1ccccc1 (configuration not stated) | 9.4% | 11.4% | 6.8 | -1.1% | 0.5 | -1.3 | 10.3% | -4.7%
Cc1nc2ccccc2c(=O)n1/N=C/c1ccccc1 | 7.7% | -5.9% | · | -6.7% | -11.6 | -2.7 | 8.0% | -4.6%
O=C(c1ccccc1)N1CCN(CC(O)COCC2CC=CCC2)CC1 (configuration not stated) | -2.6% | -2.0% | · | 6.4% | -1.1 | -1.3 | -2.3% | -0.3%
CC(NC(=O)c1csc2ccccc12)C1CCCO1 (configuration not stated) | 5.2% | 8.3% | · | -4.3% | -1.2 | -1.4 | -2.3% | -6.4%
NC(=O)C[C@@H]1NC(=O)CNC(=O)c2cc([N+](=O)[O-])cc(I)c2NCCC(C(N)=O)NC1=O (some centres not stated) | 3.0% | 7.6% | -1.4 | 3.7% | 1.2 | 0.1 | -23.5% | -7.7%
CCN(C(=S)Nc1cccc(C)c1)c1ccccc1 | 6.1% | -6.1% | -6.4 | -5.2% | -2.6 | 6.3 | -25.6% | -13.4%
Cn1cc(Br)c(-c2cccc(NC(=O)CCCC(=O)O)c2)n1 | 7.0% | 1.4% | -2.8 | 8.0% | -2.0 | -0.4 | 6.9% | -1.3%
CCC(=O)Nc1ccc(F)c(Cl)c1 | 2.8% | 1.3% | -1.7 | -4.0% | -6.1 | -0.2 | 2.1% | -6.4%
Clc1ccc(OCc2nc(-c3ccccn3)n[nH]2)cc1 | -3.6% | -0.1% | · | 8.0% | -0.1 | -3.8 | -1.7% | -1.8%
O=C(Nc1ncccc1O)c1ccc(C(=O)c2ccccc2)cc1 | -2.9% | -6.2% | -12.0 | -14.6% | -1.8 | -0.5 | -2.5% | -5.4%
CCOC(=O)C1CCN(c2cc3c(cc2NC(=O)c2cc(OC)ccc2Br)n(C)c(=O)n3C)CC1 | -2.7% | -2.6% | 9.4 | -3.8% | 0.6 | -4.4 | -1.8% | ?
COc1ccc(NC(=O)CCCCC#Cc2ccccc2)cc1 | -4.8% | 1.2% | 9.7 | -2.2% | 0.2 | -1.2 | -3.1% | -3.5%
CCN1CCN(c2ccc(N3CCN(C(=O)c4ccc(Br)o4)CC3)nn2)CC1 | 7.3% | 1.6% | 6.4 | 5.0% | -0.5 | -4.0 | 11.4% | -3.1%
O=C(NCc1cccc(OC(F)(F)F)c1)c1cccc2c1C(=O)c1ccc(-c3ccc(F)cc3OCc3ccccc3)cc1S2(=O)=O | -9.5% | -16.3% | 1.3 | 1.3% | -0.3 | -0.4 | 4.1% | -2.2%
Cc1ccc2nc(CSc3nnc(Nc4ccccc4C)s3)cc(=O)n2c1 | -6.4% | 2.1% | -19.6 | -6.0% | 2.5 | -2.4 | 1.4% | -2.8%

Only part of the results is shown; rates above refer to the full screens.
